Compound activity: PubChem BioAssay, several laboratories
Granule exo inh: blocks lytic granule exocytosis; TALL-104 LAMP-1 surface exposure, flow cytometry; cells stimulated with thapsigargin and PMA; inhibition, % at 10 µM; 0.66% of 360,000 active;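 active = inhibition above about 55%, limit read from the data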
NR2E3 ag-1: agonists of human nuclear receptor NR2E3; Q9Y5X4; AID 2300; 0.12% of 320,000 active; inhibition of corepressor binding, % at 4.78 µM; GST-NR2E3/biotin-RetCOR TR-FRET, 1536-well;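 active = percent inhibition above the cutoff of mean plus 3 SD of all tested compounds, set per screening campaign, cut at about 20% in these data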;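 also: 0% = DMSO wells and 100% = biotin wells as full block of FRET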
Target sequence (Q9Y5X4 whole entry, looked up): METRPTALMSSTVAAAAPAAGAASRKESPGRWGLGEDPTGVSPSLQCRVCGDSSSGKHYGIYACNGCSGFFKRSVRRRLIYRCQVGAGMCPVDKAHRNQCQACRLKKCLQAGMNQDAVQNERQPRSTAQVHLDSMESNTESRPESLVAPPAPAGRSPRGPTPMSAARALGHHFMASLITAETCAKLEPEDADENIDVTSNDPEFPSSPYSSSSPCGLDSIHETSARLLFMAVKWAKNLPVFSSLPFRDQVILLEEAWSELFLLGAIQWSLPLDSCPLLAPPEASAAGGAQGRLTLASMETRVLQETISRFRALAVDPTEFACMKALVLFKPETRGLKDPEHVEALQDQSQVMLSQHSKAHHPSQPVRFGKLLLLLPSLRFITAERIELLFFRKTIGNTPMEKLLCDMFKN
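Material: NR2E3–RetCOR corepressor complex / Incubation: Compound–protein incubation for 5 h at 4 °C / Dosing: compound at 4.8 µM, single dose / Detection: time-resolved FRET / Benchmarks: high control biotin, low control 0.6% DMSO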
Peg3 promoter: inhibitors of Peg3 promoter; HeLa PEG-Prom luciferase reporter, luminescence, overnight; inhibition, % at 20 µM; 1.7% of 360,000 active;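 active = inhibition of at least 50% at 20 µM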
NR2E3 ag-2: agonists of human NR2E3 nuclear receptor; Q9Y5X4; CHO-S Gal4-NCOR/VP16-NR2E3 two-hybrid, luciferase; inhibition of corepressor binding, % at 3.98 µM; 0.35% of 360,000 active; AID 602229;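 active = inhibition above the mean of all tested compounds plus 3 SD, cut at about 70% in these data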;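 also: 0% = DMSO with NR2E3 transfected cells and 100% = cells lacking NR2E3 construct; higher means lower luciferase signal from less NR2E3 corepressor binding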
Vif imaging: blocks HIV Vif function; HEK293T cells, Vif self-association by quenched fluorescence, imaging, 24 h; inhibition, % at 7.49 µM; 0.35% of 340,000 active; AID 602346; in the data active = inhibition above about 50%, passing the limit was not always enough; also: some results filed as inactive read as strong as hits
TRPM1 prom inh: MITF TRPM1 promoter inhibition in SK-MEL-5 cells; 0.83% of 330,000 active; inhibition, % at 12.5 µM; AID 488899; SK-MEL-5 TRPM1 promoter luciferase, 24 h;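 active = mean inhibition across replicates of 60% or more, whatever share of single replicates reaches that level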; also: values of inactives mirror those of a sister screen read the other way
hiPSC survival: hiPSC single-cell survival enhancement; ATPlite luminescence; 100% = ROCK inhibitor wells, 0% = DMSO; survival enhancement, % at 20 µM; 0.044% of 360,000 active; AID 602274; in the data active = survival enhancement above about 18%;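 also: cells exposed to compounds for 16 hours before the ATP read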
HIF-2a block: blocks HIF-2a reporter activity. inhibition, % at 18.8 µM. 0.72% of 360,000 active. 786-0 RCC cells HIF-2a reporter, luciferase luminescence, overnight. AID 624352;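 active = inhibition of the luminescence signal of 40% or more relative to plate controls, in a single-dose primary screen at 18.75 µM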
PDI turbidity: blocks human protein disulfide isomerase activity; P07237; inhibition, % at 10 µM; 0.052% of 350,000 active; PDI insulin aggregation turbidity, A650, 90 min;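 active = mean inhibition across replicates of 30% or more, whatever share of single replicates reach that level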;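 also: absorbance from insulin aggregation driven by PDI reduction with DTT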
Target sequence (P07237 whole entry, looked up): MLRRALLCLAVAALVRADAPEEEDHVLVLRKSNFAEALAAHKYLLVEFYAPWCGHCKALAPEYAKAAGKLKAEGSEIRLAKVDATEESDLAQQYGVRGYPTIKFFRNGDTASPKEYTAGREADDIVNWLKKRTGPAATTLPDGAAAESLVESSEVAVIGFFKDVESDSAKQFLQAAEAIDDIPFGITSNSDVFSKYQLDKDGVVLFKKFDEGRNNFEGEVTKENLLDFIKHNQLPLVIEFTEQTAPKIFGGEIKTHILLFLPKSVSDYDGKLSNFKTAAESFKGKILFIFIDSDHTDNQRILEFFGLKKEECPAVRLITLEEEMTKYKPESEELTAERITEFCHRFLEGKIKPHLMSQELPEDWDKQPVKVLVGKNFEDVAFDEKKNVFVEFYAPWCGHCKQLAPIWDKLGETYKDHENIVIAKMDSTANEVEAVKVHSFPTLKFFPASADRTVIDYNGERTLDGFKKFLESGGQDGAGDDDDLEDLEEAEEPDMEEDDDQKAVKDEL
aDG glyco act: increases alpha dystroglycan glycosylation; Pro5-aDG cells, alpha-DG glycosylation AlphaScreen (IIH6); 0% Pro5, 100% B10-LARGE cell signal; activation, % at 10 µM; 0.22% of 360,000 active; AID 624168;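 active = activation of at least 8% versus controls, or a plate z-score of at least 8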;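 also: Pro5 are CHO cells carrying HIG-tagged alpha-DG that lacks glycosylation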
CaV13 FRET inh: Primary screen for inhibitors of IQ motif and Ca2+-dependent inactivation inhibitor domain binding in CACNA1D, Förster resonance energy transfer in living cells, …. HEK cells, CFP/YFP FRET ICDI-IQ, plate reader, 10 min; percent FRET-ratio fall versus neutral wells. inhibition, % at 12.3 µM. 0.098% of 340,000 active;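 active = mean replicate inhibition of at least 30% and at least 1% of replicates passing that level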;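 also: 0% = median of the neutral control wells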
* marks the source's active call; other numbers are inactive results; x = no result given.

SMILES | Granule exo inh | NR2E3 ag-1 | Peg3 promoter | NR2E3 ag-2 | Vif imaging | TRPM1 prom inh | hiPSC survival | HIF-2a block | PDI turbidity | aDG glyco act | CaV13 FRET inh
C=C(C)Cn1c(SCCN2CCOCC2)nc2c1c(=O)[nH]c(=O)n2C | -1 | 3 | -5 | 13 | 0 | -2 | -4.0 | 7 | -4 | -0.2 | -4
O=C(N/C(=C/c1ccco1)C(=O)N1CCCC1)c1cccs1 | 0 | -1 | -4 | 2 | 4 | 10 | 2.3 | 0 | 2 | -0.2 | -6
COC(=O)CSc1nnc(NC(=O)C2CC(=O)N(c3ccc(F)cc3)C2)s1 (stereo unspecified) | -6 | 4 | 5 | -34 | -1 | -3 | -0.3 | 0 | 2 | 0.4 | x
COc1ccc(CN2CC(C(=O)NCCC(C)C)CC2=O)cc1 (stereo unspecified) | 2 | 0 | -14 | -10 | 0 | -4 | -0.7 | 16 | 9 | -0.1 | -2
CCOC(=O)Cc1c(C)nc(SC)[nH]c1=O | 0 | 4 | -5 | -12 | 4 | 9 | -0.5 | 11 | 2 | 0.3 | 0
Cc1ccc(CN2CCN(Cc3ccncc3)CC2CCO)o1 (stereo unspecified) | -2 | 4 | 0 | -2 | -3 | 8 | 1.5 | 12 | -2 | 0.2 | -4
O=C(c1ccco1)N1CCN(Cc2cccc(F)c2)CC1 | 1 | -2 | 1 | -5 | x | 8 | -0.3 | 13 | 2 | 0.3 | -5
CCOC(=O)CSc1nnc(-c2ccc(OC)cc2)n1CC | -1 | 0 | 9 | -11 | 12 | -8 | -1.7 | 8 | -2 | -0.1 | -4
O=C(O)c1cc(Nc2cc(Cl)c3nonc3c2[N+](=O)[O-])ccc1O | 2 | -2 | 18 | 13 | 15 | -8 | -0.4 | -4 | -4 | 0.0 | -3
Cn1c(=O)n(-c2ccc(Cl)cc2)c(=O)c2c3c(sc21)COC(C)(C)C3 | 0 | 1 | 13 | 21 | 2 | -6 | 3.3 | 19 | -3 | -0.2 | -5
CSc1nc(O)c(C(c2ccc(F)cc2)c2c(O)nc(SC)[nH]c2=O)c(=O)[nH]1 | -8 | -4 | 6 | 3 | -1 | x | -0.4 | 18 | 0 | 0.0 | 11
O=C(Oc1ccc(-c2ccccc2)cc1)C1C2CCCCC21 (stereo unspecified) | 0 | 0 | -86 | 5 | -13 | -1 | 1.0 | -93 | -6 | 0.0 | -5
Cc1ccc(N2CC(C(=O)Nc3ccc4c(c3)OCO4)CC2=O)cc1C (stereo unspecified) | -12 | 1 | -11 | 7 | -5 | -5 | 0.7 | -1 | -4 | 0.1 | -7
Cc1ccc(Cn2nc(C)c(NC(=O)C3(C)CC3(Br)Br)c2C)cc1 (stereo unspecified) | -6 | 1 | 5 | 5 | 6 | -2 | -1.8 | 1 | 14 | -0.1 | x
Cc1cc(Cl)ccc1C(=O)C1CCCN(C(=O)c2cnn(C(C)C)c2)C1 (stereo unspecified) | -1 | -1 | 12 | -6 | 1 | -1 | -0.6 | 8 | 9 | 0.5 | -5
CN(C)S(=O)(=O)c1ccc(N2CCCC2)c(C(=O)Nc2ccccc2F)c1 | -3 | -8 | 14 | 14 | -14 | 12 | -0.7 | 14 | 3 | -0.2 | -4
COc1ccccc1C(=O)Nc1nnn(C)n1 | 1 | 2 | -4 | 1 | 0 | 4 | -1.6 | -16 | -2 | -0.1 | -5
O=C(O)c1ccc(-n2nc(C(F)(F)F)cc2-c2cccs2)cc1 | -2 | x | 8 | 9 | x | 9 | 0.4 | 16 | -2 | -0.2 | -4
O=C(/C=C/c1ccccc1)NC(=S)NNC(=O)c1cccnc1 | 2 | 0 | 10 | -40 | x | 3 | -0.3 | 8 | -3 | -0.3 | -3
COc1ccc(-c2[nH]ncc2N=Nc2ccccc2)cc1 | 1 | -2 | 8 | -38 | 2 | -16 | -2.0 | -56 | -14 | -0.3 | -4
Cc1ccc(C(=O)COC(=O)c2c(C)cc(=O)oc2C)cc1[N+](=O)[O-] | 1 | 1 | -5 | 12 | 0 | 1 | -1.5 | -4 | 8 | 0.0 | -5
C[C@@H]1C[C@H]2[C@@H]3C[C@H](F)C4=CC(=O)C=C[C@]4(C)[C@@]3(Cl)[C@@H](O)C[C@]2(C)[C@H]1C(=O)COC(=O)C(C)(C)C | 0 | 2 | 6 | 21 | -3 | -16 | 4.8 | 22 | -5 | 0.4 | -5
C[C@@H]1CN([C@@H](C)CO)C(=O)CCCn2nncc2CO[C@H]1CN(C)S(=O)(=O)c1ccc(Cl)cc1 | -3 | x | -4 | -12 | 0 | x | 1.1 | 4 | 1 | 0.2 | -6
CCc1nn(CCCC(=O)NC2CCCCC2C)c(=O)c2cc3occc3n12 (stereo unspecified) | -2 | x | 5 | 12 | -4 | x | 3.3 | -7 | 1 | 0.3 | -6
CC12CCC(C(=O)NC3CCCC3)(CC1=O)C2(C)C (stereo unspecified) | -5 | 0 | 1 | 17 | -3 | -5 | -0.6 | 6 | 3 | -0.3 | x
CC(=O)Nc1cccc(NC(=S)Nc2cccc(Cl)c2Cl)c1 | -1 | -1 | -3 | -23 | 7 | 0 | -1.9 | -15 | -7 | 1.0 | -3
CCCNC(=O)NC(=O)CSc1nncs1 | -1 | 2 | -1 | 20 | 1 | 0 | -0.1 | 17 | 14 | -0.2 | -7
CCOc1ccc(NC(=O)CC2C(=O)N(CC)C(=S)N2NC(=O)c2ccncc2)cc1 (stereo unspecified) | -4 | 4 | 10 | -15 | -2 | -16 | -0.7 | 11 | 11 | 0.0 | -4
CS(=O)(=O)Oc1ccc(Br)c2cccnc12 | 5 | 0 | -2 | -15 | -5 | 0 | -0.8 | 3 | -1 | -0.1 | -4
COc1ccc(OCCC(=O)OCC(=O)NC(=O)NC(C)C)cc1 | -3 | 1 | 1 | -3 | 18 | -1 | -0.2 | 7 | 2 | 0.1 | -4

Nine structures already listed, sorted by SMILES length, rising.
SMILES | Granule exo inh | NR2E3 ag-1 | Peg3 promoter | NR2E3 ag-2 | Vif imaging | TRPM1 prom inh | hiPSC survival | HIF-2a block | PDI turbidity | aDG glyco act | CaV13 FRET inh
CCCNC(=O)NC(=O)CSc1nncs1 | -1 | 2 | -1 | 20 | 1 | 0 | -0.1 | 17 | 14 | -0.2 | -7
COc1ccc(-c2[nH]ncc2N=Nc2ccccc2)cc1 | 1 | -2 | 8 | -38 | 2 | -16 | -2.0 | -56 | -14 | -0.3 | -4
COc1ccc(OCCC(=O)OCC(=O)NC(=O)NC(C)C)cc1 | -3 | 1 | 1 | -3 | 18 | -1 | -0.2 | 7 | 2 | 0.1 | -4
O=C(O)c1ccc(-n2nc(C(F)(F)F)cc2-c2cccs2)cc1 | -2 | x | 8 | 9 | x | 9 | 0.4 | 16 | -2 | -0.2 | -4
CCc1nn(CCCC(=O)NC2CCCCC2C)c(=O)c2cc3occc3n12 (stereo unspecified) | -2 | x | 5 | 12 | -4 | x | 3.3 | -7 | 1 | 0.3 | -6
CN(C)S(=O)(=O)c1ccc(N2CCCC2)c(C(=O)Nc2ccccc2F)c1 | -3 | -8 | 14 | 14 | -14 | 12 | -0.7 | 14 | 3 | -0.2 | -4
Cc1ccc(C(=O)COC(=O)c2c(C)cc(=O)oc2C)cc1[N+](=O)[O-] | 1 | 1 | -5 | 12 | 0 | 1 | -1.5 | -4 | 8 | 0.0 | -5
CCOc1ccc(NC(=O)CC2C(=O)N(CC)C(=S)N2NC(=O)c2ccncc2)cc1 (stereo unspecified) | -4 | 4 | 10 | -15 | -2 | -16 | -0.7 | 11 | 11 | 0.0 | -4
C[C@@H]1CN([C@@H](C)CO)C(=O)CCCn2nncc2CO[C@H]1CN(C)S(=O)(=O)c1ccc(Cl)cc1 | -3 | x | -4 | -12 | 0 | x | 1.1 | 4 | 1 | 0.2 | -6

Carrying on.
SMILES | Granule exo inh | NR2E3 ag-1 | Peg3 promoter | NR2E3 ag-2 | Vif imaging | TRPM1 prom inh | hiPSC survival | HIF-2a block | PDI turbidity | aDG glyco act | CaV13 FRET inh
CCN(CC)c1cnn(C/C(=N\OC)c2ccc(Cl)cc2)c(=O)c1Br | -1 | 0 | 18 | 3 | 5 | 3 | 0.3 | 30 | 0 | 0.7 | 0
COC(=O)c1cnc(Oc2ccc(NC(=O)NC(=O)c3c(OC)cccc3OC)cc2)cc1C(F)(F)F | -4 | 0 | -3 | -22 | -7 | 38 | -0.4 | 21 | -4 | -0.1 | -2
CCOC(=O)c1ccc(-c2c(-c3cc(OC)c(OC)c(OC)c3)noc2C)cc1F | 10 | 1 | 9 | -5 | x | 27 | -2.4 | 6 | -6 | -0.3 | -5
Cc1nn(C2CCS(=O)(=O)C2)c(C)c1CN(C)C(=O)c1ccc(S(=O)(=O)N(C)C)cc1 (stereo unspecified) | 0 | x | 11 | -3 | -11 | -4 | -0.2 | 9 | -22 | -0.2 | -3
COC(=O)c1cc2c(s1)-c1ccccc1OC2 | -5 | 6 | -77 | -19 | -9 | -12 | -1.9 | -124 | x | -0.1 | -4
CCOCCCn1c(SCC(=O)Nc2oc(C)c3c(C)n[nH]c(=O)c23)nnc1-c1ccncc1 | 9 | 0 | -8 | -8 | 9 | 12 | -0.3 | 9 | -17 | 0.2 | -13
CCCCNC(=O)/C(=C/c1ccco1)NC(=O)c1ccco1 | -1 | -1 | 2 | -51 | -2 | 0 | 0.6 | 23 | -4 | 0.0 | -3
O=C(NC1CCCCCC1)C1CCN(C(=O)c2ccc(Cl)cc2)CC1 | -4 | -2 | -4 | 13 | 9 | 7 | -2.6 | 6 | -19 | 0.2 | -3
CC(C)[C@H](NC(=O)c1ccccc1)C(=O)OCC(=O)NCC1CCCO1 (stereo partly specified) | -1 | x | 4 | -6 | -6 | 16 | 0.2 | -5 | 8 | 0.2 | -6
CCn1cc(S(=O)(=O)c2ccc(C)cc2)c(=O)c2cc(F)c(N3CCN(C)CC3)cc21 | -2 | -1 | 5 | -16 | -13 | 3 | 0.4 | 13 | -4 | 0.9 | -7
O=C(Nc1cc(=O)[nH]c(=O)[nH]1)c1cccc(C(F)(F)F)c1 | 1 | 1 | 2 | -54 | -1 | -3 | -0.5 | 9 | -2 | 0.1 | -5
COc1ccc(OC)c(-c2csc3nnc(SCC(=O)Nc4ccc(NC(C)=O)cc4)n23)c1 | 9 | 3 | -1 | -16 | 31 | 12 | -2.5 | 15 | 4 | -0.1 | -7
Cc1cc(C)n(-c2ccc(C(=O)Nc3ccc4c(c3)OCCO4)cc2)n1 | -6 | 0 | -188 | -66 | -20 | -66 | -0.9 | -183 | 3 | 0.3 | x
CCN1C(=NCc2ccco2)N[C@@H](c2cccc(F)c2)C(C(=O)OC)=C1C | -1 | 2 | -8 | -9 | -2 | -5 | 9.7 | -7 | 5 | 0.2 | -4
CCCC12CN3CCN(CC(C3)/C1=N\NC(=O)c1ccc(C(C)(C)C)cc1)C2 | 4 | 3 | 5 | -1 | -6 | 13 | -2.1 | 9 | -2 | -0.2 | -4
CN(C)CCCCNCCCNC(=O)/C=N\O | 0 | 2 | -7 | -7 | 1 | 3 | -0.4 | 4 | 7 | -0.1 | -8
O=C(CSc1ncnc2c1cnn2-c1ccccc1)NC1CCCC1 | 0 | 1 | -106 | -39 | -8 | 0 | 0.1 | -72 | -4 | 0.7 | -6
